SUMO1-SIM PPI: SUMO1-SIM interaction modulation; AID 602429; SUMO1 binding to a labelled peptide, TR-FRET, 1 h; 360,000 compounds, 0.33% hits; inhibition, % at 20 µM; in the data active = inhibition above about 37%
Target sequence (P63165 whole entry, looked up): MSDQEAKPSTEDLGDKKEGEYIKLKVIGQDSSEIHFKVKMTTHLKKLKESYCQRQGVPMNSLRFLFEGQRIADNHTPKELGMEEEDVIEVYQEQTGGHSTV
MsrA inhibitor: inhibits bovine methionine sulfoxide reductase A | purified bovine MsrA, absorbance read-out | 360,000 compounds, 0.75% hits | AID 651718 | inhibition, % at 15.5 µM; in the data active = inhibition above about 4.5%;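 also: 0% = vehicle wells with enzyme and 100% = reference inhibitor wells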
MsrA act: activators of bovine methionine sulfoxide reductase A | AID 602163 | activation, % at 10.6 µM | 360,000 compounds, 0.3% hits | purified bovine MsrA, absorbance read-out; in the data active = activation above about 7.5%;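 also: 0% = vehicle and 100% = reference activator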
Scp-1 inhibitor: blocks human Scp-1 phosphatase activity; Q9GZU7; Recombinant Scp1, phosphopeptide, malachite green phosphate absorbance; inhibition, % at 20 µM; 340,000 compounds, 0.88% hits;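 active = inhibition above about 50% at 20 µM, limit read from the data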;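 also: plate controls were DMSO wells with enzyme for no effect and wells lacking enzyme for full effect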
Target sequence (Q9GZU7 76-261 limits assumed): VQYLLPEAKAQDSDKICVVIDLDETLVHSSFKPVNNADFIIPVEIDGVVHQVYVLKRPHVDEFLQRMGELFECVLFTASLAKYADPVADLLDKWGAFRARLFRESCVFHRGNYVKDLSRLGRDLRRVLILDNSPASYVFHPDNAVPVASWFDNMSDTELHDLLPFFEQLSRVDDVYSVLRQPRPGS
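Test system – truncated SCP-1 phosphatase (76-261aa) · Reagent – Phosphorylated 17-residue peptide substrate · Incubation – 45 min room-temperature reaction, 5 min colour, 30 min stabiliser · Detection – colorimetric phosphate reagent with accelerator and stabiliser, absorbance at 630 nm · Measure – % inhibition at 20 µM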
Tb MetRS inh: blocks T. brucei methionyl-tRNA synthetase activity; purified T. brucei MetRS, ATP depletion, Kinase-Glo luminescence; inhibition, % at 11.9 µM; 360,000 compounds, 0.4% hits;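 active = inhibition above a per-plate cutoff of the control wells' mean inhibition plus 3 SD, cut at about 5.5% in these data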;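 also: 0% = DMSO wells median and 100% = median of wells with control inhibitor compound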
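Dosing: 11.9 µM single point; system: parasite MetRS enzyme; technique: luminescence of leftover ATP; times: 15 min enzyme-compound preincubation, 2 h reaction, 10 min detection, 25 °C; replicates: each compound tested once; read-out basis: percent inhibition relative to median high and low control wells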
DNMT1 inh: inhibitors of human DNMT1 | DNMT1 molecular beacon, Hinp1I cleavage, fluorescence | P26358 | 360,000 compounds, 0.83% hits | AID 588458 | inhibition (reported as % activation of signal), % at 10 µM; in the data active = inhibition above about 50%
STEP block: STEP (human) phosphatase inhibition | P54829 | recombinant STEP, OMFP fluorogenic substrate, fluorescence | 360,000 compounds, 0.25% hits | AID 588621 | inhibition, % at 20 µM;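 active = inhibition at 20 µM, scaled per plate between control wells, above about 37%, limit read from the data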;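 also: 0% = DMSO with enzyme and substrate and 100% = substrate only without enzyme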
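Also added – OMFP at 25 µM · Test system – STEP tyrosine phosphatase · Technique – FITC-channel fluorescence of OMFP product · Schedule – 20 min at room temperature, dark · Evaluation – control-normalized % inhibition with plate pattern correction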
eLon inh: inhibits E. coli Lon protease. 360,000 compounds, 0.42% hits. P0A9M0. AID 602123. inhibition, % at 7.94 µM. purified E. coli Lon protease, fluorescence polarization; in the data active = inhibition above about 13%, passing the limit was not always enough;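 also: 0% = enzyme with probe and DMSO and 100% = no enzyme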
Target sequence (P0A9M0 whole entry, looked up): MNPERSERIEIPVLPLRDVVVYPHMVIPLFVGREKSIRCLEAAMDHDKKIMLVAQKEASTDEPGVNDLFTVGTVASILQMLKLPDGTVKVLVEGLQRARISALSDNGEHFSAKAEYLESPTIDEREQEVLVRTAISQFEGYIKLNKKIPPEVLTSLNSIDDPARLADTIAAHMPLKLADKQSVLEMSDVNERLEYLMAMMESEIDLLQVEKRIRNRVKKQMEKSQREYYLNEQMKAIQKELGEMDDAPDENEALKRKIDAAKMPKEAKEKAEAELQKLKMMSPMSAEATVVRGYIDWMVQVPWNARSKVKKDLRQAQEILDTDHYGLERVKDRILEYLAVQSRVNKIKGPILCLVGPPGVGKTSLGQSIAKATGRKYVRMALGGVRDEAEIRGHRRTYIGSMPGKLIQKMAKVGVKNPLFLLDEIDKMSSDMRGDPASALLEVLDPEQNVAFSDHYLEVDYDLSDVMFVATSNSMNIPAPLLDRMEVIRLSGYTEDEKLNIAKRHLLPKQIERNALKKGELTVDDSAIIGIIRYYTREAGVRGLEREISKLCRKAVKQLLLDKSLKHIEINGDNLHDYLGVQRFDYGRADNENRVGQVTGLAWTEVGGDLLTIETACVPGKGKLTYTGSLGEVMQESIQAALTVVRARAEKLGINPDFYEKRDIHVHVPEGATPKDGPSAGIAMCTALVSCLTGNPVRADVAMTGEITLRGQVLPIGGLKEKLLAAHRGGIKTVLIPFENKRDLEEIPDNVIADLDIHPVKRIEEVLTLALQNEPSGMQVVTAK
LMPTP block: LMPTP (human) inhibition. P24666. recombinant LMPTP-A, OMFP fluorogenic substrate, fluorescence intensity. inhibition, % at 20 µM. 360,000 compounds, 0.22% hits. AID 651560;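 active = compounds that cut the enzyme signal by at least half of the control window in the single-dose screen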;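 also: plate controls were DMSO wells with enzyme plus substrate for no effect and substrate without enzyme for full effect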
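Test system – LMPTP-A phosphatase enzyme · Quantity – 0.625 nM LMPTP-A final · Reagent – OMFP substrate, 400 µM final · Dosing – one test concentration per compound, 20 µM, with 3% DMSO overall · Timing – 50 min enzyme reaction at room temperature, protected from light · Detection – fluorescence intensity · Controls – substrate-only low control, DMSO enzyme-plus-substrate high control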
NRP1-CendR mod: alters CendR peptide binding to human NRP-1. O14786. FAM-RPARPAR peptide binding to NRP-1, fluorescence polarization. inhibition, % at 25 µM. 360,000 compounds, 0.85% hits;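 active = inhibition or corrected inhibition above about 18%, plus a signal ratio from 0.5 to 1.5, limit read from the data, passing the limit was not always enough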; also: strong numbers were not always called active
Starred values were filed as active, the others as inactive; x = no result given.

SMILES	SUMO1-SIM PPI	MsrA inhibitor	MsrA act	Scp-1 inhibitor	Tb MetRS inh	DNMT1 inh	STEP block	eLon inh	LMPTP block	NRP1-CendR mod
CC(=O)NC(CC(=O)Oc1ccc(C)cc1Br)c1ccccc1 (stereo unspecified)	2	-1.0	1	-9	-0.3	-1	-1	-4	0.7	9
C=CCCN(C(CC(C)C)C(=O)OC)S(=O)(=O)c1ccccc1Br (stereo unspecified)	5	0.1	-4	-4	-0.4	13	0	10	1.2	9
O=C(CN(C(=O)c1csnn1)c1ccc(Cl)cc1)NCCc1ccccc1	4	0.1	-3	-5	0.6	0	1	3	0.0	8
CC[C@@]1(C(=O)OC)N[C@H](CN(C)S(=O)(=O)c2ccccc2)[C@@H]2C(=O)N(C)C(=O)[C@@H]21	7	-0.6	0	-5	2.0	2	4	-6	-2.5	3
Cc1cccc(-n2c(O)c(C=Nc3ccccc3N)c(=O)[nH]c2=O)c1	-3	5.1*	1	-7	-4.6	5	-1	-5	-0.6	7
O=C(NCc1ccc(F)cc1)c1cc(C(=O)C2CC2)c[nH]1	2	0.9	-1	-2	0.1	0	-1	-10	-0.5	5
N#Cc1ccc(C(=O)Nc2cc(C3CC3)nn2-c2ccccc2)cc1	4	1.5	0	-5	-0.1	-3	-2	9	-1.7	5
CCOC(=O)CC1C(=O)NCCN1C(=O)c1ccc(C)cc1 (stereo unspecified)	1	1.6	-1	-1	-0.5	0	-3	0	-2.1	-1
CCCOC(=O)c1ccc(NC(=O)c2ccc(Br)o2)cc1	2	-0.9	-8	-7	-0.7	3	-2	4	-0.5	-13
COCCNC(=O)C1CCCN(C(=O)c2oc3ccccc3c2C)CC1 (stereo unspecified)	5	2.1	-1	x	0.0	-5	-4	2	-1.3	0
NC(=O)C1CCN(c2ccc3c(c2)S(=O)(=O)c2ccccc2C3=O)CC1	-23	2.1	-2	0	0.2	5	2	-58	-9.6	-9
Nc1c(C(=O)NCc2cccnc2)sc(=S)n1-c1ccccc1	-19	-0.6	-13	0	-1.2	4	-1	0	1.7	2
C/C(=N/NC(=O)CNC(=O)c1cccnc1)c1ccc(Cl)cc1	8	0.8	0	-10	-0.2	0	1	-12	-0.6	-1
Cc1ccccc1-c1csc(C(O)c2ccccc2)n1 (stereo unspecified)	-2	0.5	-3	x	-0.2	1	-5	-8	-3.6	-2
COC(=O)Nc1ccc(S(=O)(=O)Nc2cc(OC)nc(OC)n2)cc1	7	-0.5	-3	-7	1.0	-2	-2	-2	-1.5	0
O=C(CSc1ccc(Br)cc1)NCC(c1ccco1)N1CCCCC1 (stereo unspecified)	-2	-0.2	-5	-2	-0.4	-4	-3	1	-5.1	-6
CC(C)[C@H](NC(=O)c1ccc(Cl)c([N+](=O)[O-])c1)C(=O)NCc1ccc(F)cc1	-1	0.6	-3	-11	0.4	-2	2	-12	-0.8	-2
O=c1[nH]cnc2c1ncn2C1OC(CO)C(O)C1O (stereo unspecified)	1	-0.2	-4	10	-1.2	0	-3	5	-1.0	0
O=C(COc1nc2ccccc2nc1N1CCOCC1)NC1CCCCC1	1	-1.6	0	4	-0.2	2	1	3	-0.1	-10
Cc1nc2cc(NC(=O)NCc3ccc4c(c3)OCO4)ccc2o1	1	-0.1	-3	-8	-0.3	4	-3	-13	-1.9	5
CCOC(=O)c1ccc(NC(=O)NS(=O)(=O)c2ccc(C)cc2)cc1	-2	0.2	-3	-5	-0.7	3	-2	-5	-0.4	0
COC(=O)c1ccc(CSc2nc3ccccc3c(=O)n2C)o1	-3	-0.5	-3	4	-0.3	2	2	3	7.9	-3
CCC1Oc2ccccc2N(CC(=O)NCCCN2CCN(c3ccc(OC)cc3)CC2)C1=O (stereo unspecified)	1	0.4	7	-9	-0.7	-3	-2	-10	-2.3	2
COc1ccccc1OCc1cc(C(=O)N(C)CCC2CCOCC2)no1	18	0.5	-1	x	-0.2	11	-2	-7	-1.3	-4
O=C(NCC1COCCO1)C1CCN(S(=O)(=O)c2ccccc2)CC1 (stereo unspecified)	9	0.4	-1	-8	-0.1	2	-2	-5	-2.7	-2
O=C(COC(=O)c1ccc(Cl)c(S(=O)(=O)N2CCCCC2)c1)NCCc1ccccc1	3	0.1	-11	16	-0.6	-5	-3	-6	0.5	4
S=C(NCCCN1CCOCC1)N1CCN(c2cccc(Cl)c2)CC1	2	0.3	-6	1	-0.6	-1	19	-4	-4.7	-2
O=C(O)c1c(Cl)nc2ccccn12	-1	1.9	-2	-7	0.7	14	5	4	-1.2	4
Cc1ccc(Cc2c(C)c(C#N)c3[nH]c4ccccc4n3c2=O)cc1	-1	1.9	-4	-15	0.7	-16	2	-4	1.9	-17
CC(C)c1nc2sc3c(SCC(=O)NCc4ccco4)ncnc3c2c2c1CCC2	0	1.8	-1	32	-0.2	83*	1	-7	3.0	-64
O=C(/C=C/c1ccccc1)Nc1nc(-c2ccncc2)cs1	-13	2.9	-8	-1	0.0	24	2	1	1.9	1
CSc1ccc(S(=O)(=O)N2CC(=O)Nc3ccccc32)cc1	-1	-0.4	-10	-2	-0.9	3	-3	2	-2.4	-14
CCOC(=O)Cn1cc(C(=O)C2CC2)c2ccccc21	-3	-0.1	0	-4	0.1	0	0	-4	-0.7	-9
CCOC(=O)C(/C=N/c1cc(C)nn1-c1ccccc1)=C(\C)O	-3	0.6	-4	-12	-0.9	2	2	-5	0.6	-7
Cc1ccc(C)c(N=Cc2cc3c(cc2[N+](=O)[O-])OCO3)c1	-9	1.1	-1	-6	-0.5	-65	0	4	1.6	-42
CCOCCCNC(=O)CN(Cc1ccc(Cl)cc1)S(C)(=O)=O	-1	0.3	0	0	-1.0	2	-4	-11	-1.0	3
Cc1cc2c(cc(C(=O)NCc3cccnc3)n2Cc2ccc(Cl)cc2)o1	-1	-0.5	-4	-8	0.0	-10	1	-4	0.1	-27
O=C(CCNC(=O)c1ccccc1Cl)Nc1ccncc1	0	0.1	-10	1	-0.3	0	0	6	0.4	10
O=S(=O)(Nc1ccccc1N1CCOCC1)c1ccc(Cl)cc1	6	x	-2	1	-0.2	-3	-1	-12	0.7	9
O=C(Nc1ccccc1)OCCOc1ccc(Cl)cc1Cl	1	0.5	-2	-10	-0.1	-2	0	-4	2.5	3
O=C(CCN1C(=O)S/C(=C/c2ccc(Cl)cc2)C1=O)N1CCOCC1	-26	-0.1	-2	-5	-0.5	5	-4	-7	-1.2	0
CCc1cc[n+](-c2nc3ccccc3nc2[N-]S(=O)(=O)c2ccc(Br)s2)cc1	-20	1.8	-8	-1	-1.1	7	-2	12	0.3	5
O=C1NC[C@H](c2ccccc2)OC(=O)[C@@H](Cc2ccc(F)cc2)C/C=C\C[C@H]1CC(=O)N(CCO)Cc1ccccc1	3	-0.4	6	-8	-0.2	-8	0	-1	1.2	10
Cc1ccc(-n2c(C)n[nH]c2=S)cc1C	-1	-1.0	1	-3	-1.0	1	-3	5	-3.6	2
CC(OC(=O)c1cc2sccc2n1C)C(=O)NC(C)(C)C (stereo unspecified)	-3	0.2	-10	-1	-0.8	1	-3	1	0.6	1
CCOc1ccc(NC(=O)CN(C)C(=O)C2CCN(c3ncnc4sc(C)c(C)c34)CC2)cc1OCC	-22	-0.2	6	-8	-0.3	-10	-1	6	-5.9	-1
O=C(c1cnc2n(c1=O)CCS2)N1CCc2ccccc21	3	-0.2	-7	4	-0.3	6	-2	3	-2.4	5
O=C(Nc1ccc(OC(F)(F)F)cc1)C1CCCN(S(=O)(=O)c2cccnc2)C1 (stereo unspecified)	1	-1.5	-3	-3	0.1	-1	39*	2	1.0	-1
Nc1ccccc1Nc1cccc(C(F)(F)F)c1	-2	1.4	-4	3	-0.1	-2	-2	1	1.8	-5
CN(CCC(=O)Nc1cc(S(=O)(=O)N(C)C)ccc1Cl)CC(=O)Nc1ccc(F)cc1	-3	0.1	-1	-2	0.7	-1	-3	-3	-0.1	-5
COc1ccc(C2C(C#N)=C(N)OC3=C2C(=O)CCC3)cc1Cn1cc([N+](=O)[O-])cn1 (stereo unspecified)	3	1.0	-4	-5	1.3	-3	-2	4	-0.7	1
CCNC(=O)C1(C)CCCN1C(=O)c1ccc(N(C)C)cc1 (stereo unspecified)	7	0.2	-1	x	-0.1	-5	-4	-2	-0.9	2
O=C(Nc1ccc(Cl)cc1C(=O)N1CCCC1)c1cccc([N+](=O)[O-])c1	-16	0.1	-1	-4	-0.3	1	2	13	-2.3	4
COc1ccc(C2C3C(C)=NN=C3CC(C)(O)C2C(C)=O)cc1 (stereo unspecified)	4	-1.8	0	-2	-0.1	-3	-12	4	0.1	-10
Cc1cc(C)n2nc(SCC(=O)N(Cc3ccccc3)C3CCS(=O)(=O)C3)nc2n1 (stereo unspecified)	2	1.7	-3	1	-0.3	-5	-2	0	-1.9	4
COc1ccc(NC(=O)Cc2nnc(SCC(=O)Nc3ccc(F)cc3)n2C)cc1	-1	-0.8	-1	4	0.0	0	-1	-2	-1.0	-2
CC1CN(c2ccc(C(F)(F)F)cc2[N+](=O)[O-])CCN1S(C)(=O)=O (stereo unspecified)	-15	0.2	-3	-9	0.6	-4	-1	6	-0.8	-1
CCCNC(=S)Nc1ccc(F)cc1F	1	1.0	-3	-1	-0.2	-1	-1	4	-2.5	2
CCCn1c(SCC(=O)c2ccc(CC)cc2)n[nH]c1=O	1	-0.6	0	-3	-0.6	0	-1	-4	1.9	4
O=C(NS(=O)(=O)Nc1ccc(Br)cn1)c1c[nH]c2ccccc12	-3	1.2	-4	-4	-0.5	2	2	3	-0.2	4

Grouped by structure, those above with bromine (six)
SMILES	SUMO1-SIM PPI	MsrA inhibitor	MsrA act	Scp-1 inhibitor	Tb MetRS inh	DNMT1 inh	STEP block	eLon inh	LMPTP block	NRP1-CendR mod
CC(=O)NC(CC(=O)Oc1ccc(C)cc1Br)c1ccccc1 (stereo unspecified)	2	-1.0	1	-9	-0.3	-1	-1	-4	0.7	9
C=CCCN(C(CC(C)C)C(=O)OC)S(=O)(=O)c1ccccc1Br (stereo unspecified)	5	0.1	-4	-4	-0.4	13	0	10	1.2	9
CCCOC(=O)c1ccc(NC(=O)c2ccc(Br)o2)cc1	2	-0.9	-8	-7	-0.7	3	-2	4	-0.5	-13
O=C(CSc1ccc(Br)cc1)NCC(c1ccco1)N1CCCCC1 (stereo unspecified)	-2	-0.2	-5	-2	-0.4	-4	-3	1	-5.1	-6
CCc1cc[n+](-c2nc3ccccc3nc2[N-]S(=O)(=O)c2ccc(Br)s2)cc1	-20	1.8	-8	-1	-1.1	7	-2	12	0.3	5
O=C(NS(=O)(=O)Nc1ccc(Br)cn1)c1c[nH]c2ccccc12	-3	1.2	-4	-4	-0.5	2	2	3	-0.2	4

Bioassay records deposited in PubChem BioAssay by several laboratories.
